Screening data deposited in PubChem by several laboratories.
CTSL1 counter: blocks F. hepatica cathepsin L1 in PFM18AAP counter-screen; recombinant F. hepatica cathepsin L1, Z-Leu-Arg-MCA fluorescence; inhibition, % at 5.96 µM; 300,000 compounds, 0.49% hits;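 active = inhibition above the mean of all tested compounds plus 3 SD, set per screening campaign, cut at about 17% in these data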;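 note: 0% = plate median of test compound wells and 100% = 1 µM Z-Phe-Ala-diazomethylketone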
PP1 counter: counter-screen for PP5 inhibitors: inhibitors of human PP1-alpha | purified PP1alpha, OMFP fluorescence | inhibition, % at 6.7 µM | 320,000 compounds, 0.9% hits | AID 2235;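 active = inhibition above the mean inhibition of all tested compounds plus 3 SD, computed separately for each screening campaign, cut at about 15% in these data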
Target sequence (P62136 whole entry, looked up): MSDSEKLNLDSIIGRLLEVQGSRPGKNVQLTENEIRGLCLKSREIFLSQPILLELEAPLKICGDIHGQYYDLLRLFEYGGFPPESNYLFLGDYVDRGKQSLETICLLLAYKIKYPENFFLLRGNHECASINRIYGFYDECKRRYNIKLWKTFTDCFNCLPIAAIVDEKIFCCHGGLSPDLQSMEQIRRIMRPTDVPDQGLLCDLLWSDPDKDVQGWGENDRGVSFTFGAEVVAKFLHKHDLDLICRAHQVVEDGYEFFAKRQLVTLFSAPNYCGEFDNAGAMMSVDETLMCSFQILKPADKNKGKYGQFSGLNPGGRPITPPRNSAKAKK
GRK2 aptamer HTS: inhibitors of human GRK2 displacing RNA aptamer. bead flow cytometry, FAM-aptamer displacement from GRK2. inhibition of aptamer binding, % at 10 µM. 330,000 compounds, 0.59% hits;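 active = inhibition of aptamer binding above 40%, roughly 3 SD of noise, on plates passing a quality check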;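 note: median bead fluorescence of bound FAM aptamer so fluorescent compounds give negative values; no value below 0 was filed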
proCasp3 act: procaspase-3 (human) activation; P42574; recombinant procaspase-3 D3A, Ac-DEVD-pNA absorbance 405 nm; activation, % at 8.5 µM; 330,000 compounds, 0.11% hits; AID 463141;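 active = activation above the mean of all tested compounds plus 3 SD, cut at about 21% in these data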;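 note: 0% = DMSO alone and 100% = DMSO wells spiked with extra 5 µM PC-3 D3A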
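Technique: 405 nm absorbance of p-nitroaniline, reads at 0 and 120 min; Test system: Procaspase-3 D3A mutant; Incubation: 1 h enzyme-compound preincubation, then 2 h substrate reaction, 25 °C; Repeats: singlicate, each compound tested once; Benchmarks: low control DMSO wells, high control DMSO plus 5 µM PC-3 D3A.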
core dimer inh: blocks dimerization of HCV core protein. 300,000 compounds, 0.33% hits. AID 1899. inhibition, % at 5 µM. TR-FRET GST/Flag-core106 dimerization, 1536-well;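 active = inhibition above the mean of all tested compounds plus 3 SD, set per screening campaign, cut at about 45% in these data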
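Test system: GST/Flag-tagged HCV core106 proteins; Medium: KF-containing HEPES buffer, pH 7.45, DTT, CHAPS, BSA; Times: compound-protein-antibody incubation 4 h at 22.5 °C; Detection: TR-FRET 671 and 617 nm emission; Benchmarks: wells lacking GST-core106 and wells with excess unlabelled core106.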
PP5 inh: inhibitors of human protein phosphatase 5 (PP5) | inhibition, % at 6.7 µM | P53041 | AID 1987 | purified PP5c, OMFP substrate fluorescence | 320,000 compounds, 0.18% hits;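 active = inhibition above the campaign's mean inhibition across all tested compounds plus 3 SD, cut at about 9.5% in these data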;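 note: 0% = DMSO only and 100% = 100 µM cantharidin control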
GASC-1 inh: human JMJD2C demethylase inhibition; Q9H3R0; GST-JMJD2C(1-420) H3K9me3 demethylation, DELFIA europium; inhibition, % at 2.35 µM; 330,000 compounds, 0.069% hits;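 active = more than half of a compound's replicate wells show inhibition beyond 50%, single wells judged on their own value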;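 note: signal counts dimethyl H3K9 product captured on neutravidin plate; 0% = median of DMSO wells and 100% = 0.3 times that DMSO median; strong numbers were not always called active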
Target sequence (Q9H3R0 1-420 limits assumed): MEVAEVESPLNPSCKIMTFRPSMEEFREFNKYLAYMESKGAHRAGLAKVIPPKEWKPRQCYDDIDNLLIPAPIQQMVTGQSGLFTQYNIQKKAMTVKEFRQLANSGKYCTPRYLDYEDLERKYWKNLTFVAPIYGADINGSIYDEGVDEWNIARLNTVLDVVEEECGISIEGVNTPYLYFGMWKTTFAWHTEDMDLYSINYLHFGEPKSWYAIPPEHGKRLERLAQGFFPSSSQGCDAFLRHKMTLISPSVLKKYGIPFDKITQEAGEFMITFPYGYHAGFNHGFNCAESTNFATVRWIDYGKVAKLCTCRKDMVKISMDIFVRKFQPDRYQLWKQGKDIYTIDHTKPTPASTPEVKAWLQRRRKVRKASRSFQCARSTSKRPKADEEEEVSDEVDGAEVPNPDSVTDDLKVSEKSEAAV
VLA-4 inh: inhibition in a human VLA-4 binding assay. P13612. VLA-4 expressing cells, ligand binding flow cytometry. inhibition, % (about 7 µM as worked out from the volumes in the protocol). 330,000 compounds, 0.2% hits. AID 2557; in the data active = inhibition above about 50%
proCasp7 act: activates human procaspase-7, counter-screen for procaspase-3 activators. P55210. recombinant procaspase-7, Ac-DEVD-pNA absorbance 405 nm; D23A/D198A/D206A triple mutant, cannot self-cleave; scale: DMSO 0, 5 µM enzyme 100. activation, % at 8.5 µM. 330,000 compounds, 0.093% hits. AID 463210;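 active = percent activation above the screen-wide mean plus 3 SD, cut at about 25% in these data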
Target sequence (P55210 whole entry D23A/D198A/D206A): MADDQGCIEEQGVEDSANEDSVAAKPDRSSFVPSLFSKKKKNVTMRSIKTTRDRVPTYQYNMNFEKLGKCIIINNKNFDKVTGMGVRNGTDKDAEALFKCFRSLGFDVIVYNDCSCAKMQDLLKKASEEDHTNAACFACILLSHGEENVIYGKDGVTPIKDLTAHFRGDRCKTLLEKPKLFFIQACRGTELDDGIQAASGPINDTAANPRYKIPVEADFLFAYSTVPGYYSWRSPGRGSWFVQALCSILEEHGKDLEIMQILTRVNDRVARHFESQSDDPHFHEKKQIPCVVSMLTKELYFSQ
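Detection: p-Nitroaniline absorbance at 405 nm, read at 0 and 120 min; system: Uncleavable procaspase-7 mutant enzyme; evaluation: % activation from two-timepoint absorbance difference, scaled to controls; times: 1 h enzyme–compound preincubation and 2 h substrate reaction, both 25 °C; buffer or medium: Zinc-free HEPES pH 7.4 with 300 mM NaCl, 0.01% Triton X-100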
Starred values were filed as active, the others as inactive; · = no result given.

SMILES	CTSL1 counter	PP1 counter	GRK2 aptamer HTS	proCasp3 act	core dimer inh	PP5 inh	GASC-1 inh	VLA-4 inh	proCasp7 act
CC(=O)C1C(=O)CC(C)(O)C(C(C)=O)C1c1ccccc1 (configuration not stated)	0	-5	3	4	-1	2.1	-7	8	5
COc1ccccc1C1(CCNS(=O)(=O)c2ccc(C)cc2)CCOC(C(C)C)C1 (configuration not stated)	-4	10	1	-6	13	4.5	-4	9	6
COc1ccccc1NC(=O)C(C)Sc1nnc2ccccn12 (configuration not stated)	·	-6	1	1	·	0.5	5	-5	-12
Cc1cccc(C)c1NC(=O)CN(c1ccccn1)S(=O)(=O)c1ccc(F)cc1	-6	-13	10	-1	-15	1.0	11	-2	-1
Cc1cccn2c(=O)c3cc(C(=O)NC4CCCC4)c(=N)n(CCc4ccccc4)c3nc12	-6	3	6	-7	6	1.5	-3	7	-6
CC1(C)Cc2c(sc3c2C(=O)N(c2ccccc2)C2=NCCCN23)CO1	0	0	0	5	4	0.3	0	9	-1
O=C(CN1C2CCC1CC(NC(=O)NC1CCCCC1)C2)NC1CC1 (configuration not stated)	-3	-4	0	3	-6	0.5	-2	6	15
CSc1ccccc1NC(=O)c1ccc2c(c1)CCN2S(C)(=O)=O	-1	0	0	-6	-1	3.2	10	8	-3
O=C1CCc2cc(NS(=O)(=O)c3ccc(F)cc3)cc3c2N1CC3	3	1	2	-12	-6	-0.2	10	10	15
CCNc1nc(NCC)n2c(SCC(=O)c3ccccc3F)nnc2n1	0	1	2	-3	-4	-1.2	14	-24	-5
COc1ccc(CCCC(=O)NC2CCCCC2C)c(C)c1 (configuration not stated)	4	-5	0	-7	-2	2.2	8	5	-9
CCCCNC(=S)NNC(=O)c1nn(C)c(C)c1Cl	-3	2	0	-2	-5	0.7	2	8	4
CC(=O)Oc1cccc(C(=O)Nc2ccccc2C(=O)N2CCCC2)c1	0	-3	3	-4	12	-2.0	3	-1	18
O=C(CCn1c(=O)sc2ccccc21)Nc1nccs1	1	-6	3	3	-4	1.5	6	1	13
Cc1ccc2nsnc2c1S(=O)(=O)N(CCO)Cc1cc2cc3c(cc2[nH]c1=O)OCCO3	0	0	4	-6	-1	-3.0	6	25	-4
O=S(=O)(c1ccc(-c2csc(Nc3ccc(Br)cc3)n2)cc1)N1CCCC1	-3	-4	0	6	6	5.5	0	33	4
COc1ccc(NC(=O)Nc2ccc3nc(C)c(C)nc3c2)cc1	2	-1	0	9	3	0.8	18	-12	-7
CCn1nnc2cc(C(=O)Nc3cc(S(C)(=O)=O)ccc3Cl)ccc21	4	0	0	1	14	0.8	7	-21	-11
O=C(CSc1nc2ccccc2c(=O)n1-c1ccc(Cl)cc1)c1ccco1	-1	-4	1	6	22	3.8	-1	15	1
Cn1c(=O)c(C(=O)CN2CCCCCC2)c(N)n(Cc2ccccc2)c1=O	-1	-2	0	-4	1	-1.3	10	-9	4
O=C(O)CCC(=O)NCCn1c(-c2ccccc2)csc1=Nc1ccccc1	1	-8	0	-18	-16	-7.0	-1	4	-24
CC(C)(C)NC(=O)CSc1nnc(-c2ccccc2)c(-c2ccccc2)n1	3	-1	0	3	2	-1.1	2	27	5
NC(N)=NS(=O)(=O)c1ccc(NC(=S)NC(=O)c2ccccc2)cc1	-2	2	2	-5	0	-1.5	-10	1	-5
Cc1cc(C)nc(N2CCC(C(=O)NCc3ccccc3)CC2)n1	-6	-1	0	1	-3	2.6	-7	0	-4
Cn1c2ccccc2c2cc(C(=O)OCC(=O)N3CC(=O)Nc4ccccc43)sc21	0	11	40	4	12	4.0	-51	-12	21
O=c1oc2ccccc2c(Nc2cccc3cccnc23)c1[N+](=O)[O-]	3	3	0	1	1	2.8	-41	-11	-16
Cc1noc(C)c1C(=O)N1CCC(Cc2ccccc2)CC1	-10	-4	0	9	8	3.0	-1	11	-3
Cc1ccccc1NC(=O)CC1S/C(=N/c2nccs2)N(C)C1=O (configuration not stated)	-2	2	9	-4	-7	1.5	-4	4	4
CC1CCCCN1Cc1cnc(Cl)s1 (configuration not stated)	2	-3	6	-1	-2	1.7	·	2	-1
CC(C)(CNS(=O)(=O)c1ccc(Br)s1)N1CCOCC1	·	·	0	-3	·	·	-1	4	8

(more compounds)
SMILES	CTSL1 counter	PP1 counter	GRK2 aptamer HTS	proCasp3 act	core dimer inh	PP5 inh	GASC-1 inh	VLA-4 inh	proCasp7 act
CCSc1nnc(CNC(=O)C23CC4CC(CC(C4)C2)C3)n1C1CCCCC1	-1	-4	1	-4	6	-1.5	-5	37	4
CC(=O)NN1C(=O)/C(=C\c2ccccc2)SC1=S	1	-4	0	0	4	0.8	-1	-4	2
O=C(CSc1n[nH]c(-c2cccs2)n1)NCCc1ccccc1	-2	-4	2	-4	-7	-1.4	-2	-5	7
COc1ccc(CCNC(=O)C2CCN(C(=O)NC3CCCCC3)CC2)cc1	-2	0	0	-3	2	1.7	-12	13	-3
CCCOc1ccc(C(=O)CCC(=O)NNC(=O)c2ccncc2)cc1	-5	-2	0	0	-4	0.3	9	-11	7
CC1(C)CCC[C@]2(C)C(CS(=O)c3ccccc3)=C(C=O)CC[C@@H]12 (some centres not stated)	2	4	1	3	12	4.5	-2	5	5
COc1ccc(CCNC(=O)C2CCCN(c3ncccn3)C2)cc1 (configuration not stated)	0	-1	0	8	0	1.0	-18	1	1
CC(C)c1nc(SCC(=O)N2CCCc3ccccc32)c2c(=O)n(C)c(=O)n(C)c2n1	5	-4	3	-2	17	1.4	-13	-12	-8
O=Cc1ccc(N2Cc3ccccc3C2)cc1	-1	8	14	9	39	5.7	-22	2	-7
Cc1cc(C)c(S(=O)(=O)n2c([N+](=O)[O-])cnc2C)cc1C	-2	-2	2	11	2	-1.3	2	17	3
CC1OC(Nc2ccc(N=Nc3ccccc3)cc2)C(O)C(O)C1O (configuration not stated)	6	-3	5	-10	-15	1.4	8	-17	-4
COc1cc(C(=O)NNC(=O)c2ccco2)cc(OC)c1OC	-2	4	3	8	-4	-0.2	0	-2	4
CS(=O)(=O)N(Cc1ccccc1)c1ccc(C(=O)Nc2ccccc2C(=O)O)cc1	3	4	51*	-8	-13	3.7	98	-6	5
Cn1nccc1C(=O)Nc1ccc(S(=O)(=O)N2CCCC2)cc1	1	-2	0	6	-1	3.0	-3	3	3
NC(=O)C1CCCN(C(=S)Nc2cccc3ccccc23)C1 (configuration not stated)	1	-3	1	-3	-9	0.6	-3	11	-17
CC(C)(C)c1ccc(O)c(N=Cc2cc3c(cc2[N+](=O)[O-])OCO3)c1	0	2	·	-3	15	1.8	-18	-7	-12
COc1cccc(C(=O)CSc2nnc(COc3cccc4cccnc34)o2)c1	0	0	0	-4	3	1.9	-4	-20	-2
Cc1ccc(NS(=O)(=O)c2coc(C(N)=O)c2)cc1F	0	-6	5	11	-4	3.5	4	22	6
CC(C)OCCCNC(=S)NNC(=O)C(c1ccccc1)c1ccccc1	-2	-2	7	-2	-1	-0.2	-2	8	-11
O=C(CCNS(=O)(=O)c1ccc(Cl)cc1)N1CCCCCC1	-1	-1	6	-3	-7	1.1	12	12	-3
CCc1ccc(/C=N/n2c(C)cc(C)c(C#N)c2=O)cc1	7	-5	9	4	8	-4.4	5	18	2
CC(C)[C@@H](C(=O)N[C@@H](Cc1ccccc1)C(=O)O)N1C(=O)N2CCc3c([nH]c4ccccc34)[C@@]2(C)C1=O	1	1	0	10	-3	2.6	-14	10	5
CC(=O)c1ccc(NC(=O)CNCc2cccs2)cc1	2	2	0	-1	-15	0.7	39	-6	-1
CS(=O)(=O)Nc1ccc(C(=O)Nc2ccc3c(c2)OCCO3)cc1	-2	1	0	1	-5	2.8	1	19	-5
CC(=O)c1ccc(OCC(C)Oc2ccc(C#N)cc2)cc1 (configuration not stated)	2	-4	3	-1	-1	0.1	-1	9	1
O=C(NCc1ccco1)c1ccc(CN2CCOCC2)cc1	2	-3	1	-2	2	-0.6	-6	0	2
Cn1ncc(N=Cc2c(O)ccc3ccccc23)c1C(=O)Nc1cccc(Cl)c1	0	2	0	1	5	-0.2	-18	-15	-6
O=C(Nc1ncccn1)c1ccc([N+](=O)[O-])cc1	-5	-4	0	2	-3	-0.9	0	0	-1
Cc1cc(C)c(NC(=O)CNC(=O)Cc2ccc(S(=O)(=O)N3CCOCC3)s2)c(C)c1	·	3	0	1	·	0.1	1	-2	-1
CC(=O)c1cccc(OCC(=O)N2CCCc3ccccc32)c1	-1	0	0	1	-1	3.1	78	-1	-3

The closing 2 compounds of the part before open the next one:
SMILES	CTSL1 counter	PP1 counter	GRK2 aptamer HTS	proCasp3 act	core dimer inh	PP5 inh	GASC-1 inh	VLA-4 inh	proCasp7 act
Cc1cc(C)c(NC(=O)CNC(=O)Cc2ccc(S(=O)(=O)N3CCOCC3)s2)c(C)c1	·	3	0	1	·	0.1	1	-2	-1
CC(=O)c1cccc(OCC(=O)N2CCCc3ccccc32)c1	-1	0	0	1	-1	3.1	78	-1	-3
Cc1ccc(-n2nc3c(=O)n(CCCC(=O)NCCc4ccccc4C)nc(C)c3c2C)cc1	5	-3	0	-3	6	-0.6	-14	8	-1
CC(=O)c1cccc(NC(=O)COC(=O)c2ccc(S(C)(=O)=O)c([N+](=O)[O-])c2)c1	-5	-1	0	1	17	1.5	1	31	-2
Cc1cc(C(=O)Nc2ccccc2C(=O)O)oc1C	-5	1	0	-5	-12	-4.1	122	2	-8
COC(=O)Cc1ccc(Oc2ncc(C(F)(F)F)cc2Cl)cc1	-3	3	2	7	2	-1.4	15	5	5
COc1ccc(-c2csc(NC3OC(=O)c4c3ccc(OC)c4OC)n2)cc1OC (configuration not stated)	0	-9	0	-13	-2	0.2	51	7	3
O=C(CN1CCN(c2nc(-c3ccccc3)cs2)CC1)NCc1ccc2c(c1)OCO2	7	0	1	-9	-3	2.7	4	-11	4
CS(=O)(=O)N(CC(=O)Nc1cccnc1)c1ccc2c(c1)OCO2	-2	-5	4	6	0	2.3	4	9	10
COc1ccc(NC(=O)C/C(C)=N/NC(=O)C(=O)NC2CCCCC2)c(OC)c1	-2	-2	1	6	-5	1.6	19	-36	5
CCOC(=O)c1[nH]c2ccc(OCC)cc2c1NC(=O)CN1CCC2(CC1)OCCO2	-3	1	0	2	0	2.5	-10	2	6
CC(=O)Oc1cccc(C2C3=C(CC(C)(C)CC3=O)Nc3ccccc3N2C(C)=O)c1 (configuration not stated)	-14	-5	0	2	-9	2.3	29	3	4
CCOC(=O)c1c(C)[nH]c(C)c1C(=O)CSc1nc2ccccc2n1CC	-4	1	0	3	-8	3.4	8	11	-5
